# D2 ag – HTS Assay for Allosteric Agonists of the Human D2 Dopamine Receptor: Primary Screen for Agonists; D(2) dopamine receptor (Homo sapiens), P14416; HEK293 T-REx D2 cells, calcium flux agonist mode; activation, % at 2 µM; hit rate 0.53% among 340,000;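 active = activation over 3 SD above normal in the single-dose calcium agonist read, cut at about 30% in these data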; also: 0% is about no effect
# Target sequence (P14416 whole entry, looked up): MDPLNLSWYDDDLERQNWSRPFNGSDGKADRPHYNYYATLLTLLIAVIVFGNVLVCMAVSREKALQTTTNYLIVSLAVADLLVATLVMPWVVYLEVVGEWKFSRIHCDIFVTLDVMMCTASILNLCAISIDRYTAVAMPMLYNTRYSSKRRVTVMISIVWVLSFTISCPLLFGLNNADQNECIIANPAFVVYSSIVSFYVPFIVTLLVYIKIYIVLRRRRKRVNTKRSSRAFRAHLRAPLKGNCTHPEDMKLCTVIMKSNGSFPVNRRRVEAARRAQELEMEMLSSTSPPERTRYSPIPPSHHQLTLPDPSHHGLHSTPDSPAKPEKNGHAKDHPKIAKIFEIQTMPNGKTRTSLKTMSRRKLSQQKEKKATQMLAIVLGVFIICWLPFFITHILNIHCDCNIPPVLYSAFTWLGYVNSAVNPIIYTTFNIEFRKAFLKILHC
#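 Agonism scored from kinetic calcium signal (1 read/sec, 180 s) following compound pin transfer, after a 10 s baseline. Cells: HEK293 Trex line expressing inducible D2 receptor coupled to calcium, dye-loaded after overnight culture at 30 C.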
# D1 PAM – Potentiators of Human D1 Dopamine Receptor: qHTS | hit rate 0.036% among 360,000 | HEK293 TREx D1 cells, calcium flux, dopamine EC20 potentiation | potentiation, % at 10 µM | D(1A) dopamine receptor (Homo sapiens), P21728 | AID 504651, 2011; in the data active = potentiation above about 30%; also: 0% is about no effect
# RXFP1 ag – qHTS Assay for Agonists of the Relaxin Receptor RXFP1; Relaxin receptor 1 (Homo sapiens), Q9HBX9; HEK293T-RXFP1 cAMP TR-FRET, 30 min; response scale: percent of porcine relaxin response, buffer zero; Potency, µM (top dose mostly 57.5 µM), for the others: at the top dose activation, usual class: activators; hit rate 0.3% among 370,000; AID 2676, 2010; active = well fitted activation curve with a large enough effect; inconclusive = small, poorly fitted or top-dose-only effect; also: potency is read from the fitted curve at half-maximal effect; % is scaled to controls: 0 for no effect and ±100 for the full control effect; nearly all actives have a fitted effect of over 60% in size; many of its hits are not listed in these tables
#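 HEK293 cells stably expressing RXFP1, treated 30 min at 37C with compounds plus PDE4 inhibitor Ro 20174; cAMP measured by HTRF TR-FRET. Normalized to buffer and 29 nM porcine relaxin; EC50 by Hill fit.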
# TRHR PAM – qHTS for Small Molecule Agonists and Allosteric Enhancers of Human TRH Receptor: Primary Screen for Enhancers; hit rate 0.66% among 360,000; TRHR cells, fluo-8 calcium fluorescence, EC20 TRH enhancement; AID 493056, 2011; enhancement, % at 2 µM; Thyrotropin-releasing hormone receptor (Homo sapiens), P34981; in the data active = enhancement above about 30%; also: 0% is about no effect
# Target sequence (P34981 whole entry, looked up): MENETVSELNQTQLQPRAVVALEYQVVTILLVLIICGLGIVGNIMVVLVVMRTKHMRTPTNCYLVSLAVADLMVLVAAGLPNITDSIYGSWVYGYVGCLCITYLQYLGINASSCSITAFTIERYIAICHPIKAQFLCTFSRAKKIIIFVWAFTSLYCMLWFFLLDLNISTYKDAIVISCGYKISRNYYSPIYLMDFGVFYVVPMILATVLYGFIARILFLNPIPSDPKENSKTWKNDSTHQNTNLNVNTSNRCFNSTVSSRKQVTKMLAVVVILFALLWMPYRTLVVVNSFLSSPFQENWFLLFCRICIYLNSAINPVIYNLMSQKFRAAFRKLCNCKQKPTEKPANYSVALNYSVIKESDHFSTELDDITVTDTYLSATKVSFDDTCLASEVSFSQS
#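 TRHR-expressing cells loaded with fluo-8 calcium dye were read kinetically (ex 480/em 530) during compound addition, then stimulated with an EC20 of TRH (10 nM final). Enhancement of the Gq-mediated intracellular calcium response was scored.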
# D2 antagonist – HTS Assay for Allosteric Antagonists of the Human D2 Dopamine Receptor: Primary Screen for Antagonists. inhibition, % at 10 µM. AID 485344, 2010. D(2) dopamine receptor (Homo sapiens), P14416. hit rate 2% among 340,000. HEK293 TREx D2 cells, calcium flux, dopamine EC80; in the data active = inhibition above about 30%; also: 0% is about no effect
#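 Compounds are added to dye-loaded, induced HEK293 T-REx cells coupled to calcium release via D2; after a 3 min kinetic read an EC80 dopamine stimulus is given and fluorescence is recorded for 3 more min.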
# RXFP1 antagonist – qHTS Assay for Antagonists of the Relaxin Receptor RXFP1 | Relaxin receptor 1 (Homo sapiens), Q9HBX9 | HEK293-RXFP1, relaxin-stimulated cAMP HTRF, 30 min; active compounds read low | activity change, negative = inhibition, % at 57.5 µM | hit rate 0.59% among 350,000 | AID 1259400, 2018;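 active = activity change of -60% or lower, but not beyond a set lower limit; inconclusive = change between -60% and -40%, or beyond the set limit; inactive = change above -40%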; also: % is scaled to controls: 0 for no effect and ±100 for the full control effect
# D1 antagonist – Antagonist of Human D 1 Dopamine Receptor: qHTS | AID 504652, 2011 | HEK293 TREx D1 cells, calcium flux, dopamine EC80; active compounds read low | D(1A) dopamine receptor (Homo sapiens), P21728 | hit rate 3.2% among 360,000 | activity change, negative = inhibition, % at 10 µM; in the data active = activity change below about -30%; also: % is scaled to controls: 0 for no effect and ±100 for the full control effect
#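 After overnight tetracycline induction at 30 C, force-coupled D1 HEK293 cells took up a no-wash calcium dye at room temperature. Compounds were added and monitored 180 s, and the response to EC80 dopamine was then recorded.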
# D1 ag – Allosteric Agonists of the Human D1 Dopamine Receptor: qHTS; activation, % at 2 µM; D(1A) dopamine receptor (Homo sapiens), P21728; HEK293 T-REx D1 cells, calcium flux, agonist mode; hit rate 1% among 360,000; in the data active = activation above about 30%; also: 0% is about no effect
#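 Tetracycline-induced HEK293 TREx D1 cells, force-coupled to calcium signalling, were dye-loaded with a no-wash calcium kit. Compound was pin-added after a 10 s baseline. Fluorescence was read kinetically at 1 cycle/s for 180 s, with calcium rises flagged as agonism.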
# D2 PAM – HTS Assay for Positive Allosteric Modulators of the Human D2 Dopamine Receptor: Primary Screen for Potentiators. HEK293 T-REx D2, calcium flux, EC20 dopamine potentiation. D(2) dopamine receptor (Homo sapiens), P14416. hit rate 0.34% among 340,000. potentiation, % at 10 µM;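 active = potentiation over 3 SD above the plate norm, cut at about 30% in these data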; also: 0% is about no effect
#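 Using a no-wash calcium dye in inducible, force-coupled HEK293 Trex cells expressing D2, we tracked fluorescence each second for 180 s after compound, then for 180 s after EC20 dopamine to detect augmented signalling.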
# The depositor's hits bear a star; ? = inconclusive; . = not tested or not shown; & = joins results of further samples. Some of the compounds tested; rates above refer to the full screens.
canonical_smiles	D1 antagonist	D2 PAM	D1 PAM	RXFP1 ag	RXFP1 antagonist	D2 antagonist	TRHR PAM	D2 ag	D1 ag
COc1cccc(CN2CCN(Cc3cc(OC)c(OC)c(OC)c3)CC2)c1OC	-18	-9	-6	0.4%	1	4	7	-0.4	6
Cc1cccc(OCC(=O)N/N=C/c2cn[nH]c2-c2ccc(Cl)c(Cl)c2)c1	3	-10	-3	0.9%	-15	15	-7	0.7	5
Cc1nc2ccccn2c1C(=O)C(=O)Nc1cc(F)ccc1F	20	-6	1	1.3%	0	-15	0	0.8	3
COc1cc2cc(CCCOC(=O)c3ccco3)oc(=O)c2cc1OC	.	4	-1	-0.2%	.	-6	1	-0.5	0
Cn1c(-c2sccc2OCc2cccc(C(F)(F)F)c2)n[nH]c1=S	-8	1	-5	-0.2%	-3	-5	0	-0.2	4
COC(=O)CC1=NN(c2ccc(OC)cc2)C(=O)C1	0	-1	-1	0.2%	-5	6	5	-1.1	1
S=C(NCCc1ccccc1)N1CCc2ccccc2C1	4	-11	-4	3.5%	-27	41*	-4	-0.8	4
O=C(CSc1nnc(-c2ccccc2)c(-c2ccccc2)n1)N1CCOCC1	2	-2	0	1.4%	-2	15	0	0.6	1
CCN=C1S/C(=C\c2cn(CC(=O)NCCOC)c3ccccc23)C(=O)N1CC	12	3	-3	-0.4%	-1	9	2	-0.5	-1
COC(=O)c1ccccc1NC(=O)N(Cc1ccc(C)cc1)Cc1cccn1-c1nnc(N2CCCC2=O)s1	14	8	-4	-0.3%	0	.	1	-0.3	0
CC(=O)c1ccc(NC(=S)N(Cc2ccccc2)C(C)C2CC2)cc1 (configuration not stated)	-6	14	-1	4.9%	-4	0	1	1.3	0
O=c1c(Oc2ccccc2Br)c(C(F)(F)F)oc2c(CN3CCCC3)c(O)ccc12	15	9	8	0.4%	-2	-19	32*	1.1	0
Cc1nn(C(=O)c2ccco2)c(C)c1Sc1ccccc1	-8	13	3	3.1%	?	26	-3	2.1	4
CCOC(=O)C1=C(c2ccccc2)NC(SCC(=O)Nc2cccc(C)c2)=C(C#N)C1c1ccco1 (configuration not stated)	5	-19	-2	1.3%	5	-5	-1	0.3	2
CCOc1cc(C(=O)NCCc2csc(-c3ccc(C)cc3)n2)cc(OCC)c1OCC	-19	-5	-5	-2.8%	-9	.	4	.	2
CN(C(=O)/C=C/c1cnc2ccccc2c1)C1CCCCC1	-7	13	-4	0.7%	-13	2	5	-0.3	2
CCN(Cc1ccc(NC(C)=O)cc1)CC1CCCN(CCc2cccc(OC)c2)C1 (configuration not stated)	-8	-3	-10	-2.9%	2	3	2	0.3	-3
O=c1[nH]cc(C(F)(F)F)cc1NS(=O)(=O)c1ccccc1[N+](=O)[O-]	14	1	-1	6.6%	2	8	2	0.9	0
CCOC(=O)C1CCCN(C(=O)CCn2nnnc2CN2CCOCC2)C1 (configuration not stated)	-8	-10	-7	-2.4%	2	-1	1	3.1	0
Cc1sc2ncnc(NCc3cccnc3)c2c1C	-22	-11	-18	20%	10	-23	-1	15	20
NC(=O)C1CCN(C(=O)C2CC(=O)N(c3ccc(F)cc3)C2)CC1 (configuration not stated)	0	0	1	-3.4%	5	-5	1	0.8	0
CCn1c(CNc2ccc(F)cc2)nnc1SCC(=O)Nc1ccc(OC)cc1OC	-19	4	-2	1.4%	17	2	-3	0.1	2
CC(C(=O)O)n1c2ccccc2c2cnn(C)c(=O)c21 (configuration not stated)	-10	5	3	13%	-5	5	-1	-3.6	1
COC(=O)CN(c1ccccc1)S(=O)(=O)c1cc(Br)ccc1OC	1	26	-2	3.9%	5	2	-3	2.0	1
COc1cccc(OCC(=O)N2CCCc3ccccc32)c1	-1	0	-5	-0.3%	-4	-7	0	0.0	3
Cc1cc(-n2cc(Br)c(=O)[nH]c2=O)nc(-c2ccccc2)n1	4	0	2	0.0%	-7	-1	1	-0.3	-1
N/C(=N\OC(=O)c1ccc(Br)cc1)c1ccccc1	-4	2	-2	-0.4%	3	-6	-11	-0.1	3
O=C1/C(=C/c2cccnc2)SC(=NCc2ccccc2)N1Cc1ccccc1	-6	5	-1	0.5%	-4	24	-2	1.1	4
CCOC(=O)CCCc1c[nH]c2ccccc12	-13	-12	-3	1.6%	4	6	-6	-0.3	4
CCOc1ccc(C(=O)c2cn(CC(=O)Nc3ccc(F)c(F)c3)c3cc4c(cc3c2=O)OCCO4)cc1	12	22	0	26%	.	.	-4	0.7	1

# 5 entries already listed, sorted by the value under D2 PAM, smallest number first:
structure	D2 PAM
COc1cccc(OCC(=O)N2CCCc3ccccc32)c1	0
N/C(=N\OC(=O)c1ccc(Br)cc1)c1ccccc1	2
O=C1/C(=C/c2cccnc2)SC(=NCc2ccccc2)N1Cc1ccccc1	5
CCOc1ccc(C(=O)c2cn(CC(=O)Nc3ccc(F)c(F)c3)c3cc4c(cc3c2=O)OCCO4)cc1	22
COC(=O)CN(c1ccccc1)S(=O)(=O)c1cc(Br)ccc1OC	26

# Profiles, quoted from the list. Order of screens: D1 antagonist | D2 PAM | D1 PAM | RXFP1 ag | RXFP1 antagonist | D2 antagonist | TRHR PAM | D2 ag | D1 ag
# `CCOC(=O)CCCc1c[nH]c2ccccc12` is listed as -13 | -12 | -3 | 1.6% | 4 | 6 | -6 | -0.3 | 4
# `CC(C(=O)O)n1c2ccccc2c2cnn(C)c(=O)c21` (configuration not stated) is listed as -10 | 5 | 3 | 13% | -5 | 5 | -1 | -3.6 | 1
# `Cc1cc(-n2cc(Br)c(=O)[nH]c2=O)nc(-c2ccccc2)n1` is listed as 4 | 0 | 2 | 0.0% | -7 | -1 | 1 | -0.3 | -1
# `CCn1c(CNc2ccc(F)cc2)nnc1SCC(=O)Nc1ccc(OC)cc1OC` is listed as -19 | 4 | -2 | 1.4% | 17 | 2 | -3 | 0.1 | 2

# Next structures.
canonical_smiles	D1 antagonist	D2 PAM	D1 PAM	RXFP1 ag	RXFP1 antagonist	D2 antagonist	TRHR PAM	D2 ag	D1 ag
COc1cc(=O)[nH]c(SCc2c(F)c(F)c(F)c(F)c2F)n1	14	95*	-4	0.4%	-9	-1	1	-0.6	1
Cc1cc(Cl)ccc1NC(=S)NCc1ccccc1	-30	-1	-6	-0.2%	11	-8	4	0.3	9
CC1(C)CC2CC(C)(CN2Cc2c(O)ccc3ccccc23)C1 (configuration not stated)	-17	-3	-5	0.3%	7	.	0	.	2
CC(=O)Oc1ccc(N2C(=O)[C@@H]3[C@H](C2=O)[C@H]2c4ccccc4C=NN2[C@@H]3C(C)=O)cc1	5	5	-3	0.4%	-8	7	-2	0.9	2
CC1CCN(CCCNC(=O)C2CC(=O)N(CCc3ccccc3)C2)CC1 (configuration not stated)	-17	14	-10	-0.4%	10	0	-1	-0.2	3
O=C(Nc1ccc(-c2csc(Nc3ccccc3)n2)cc1)c1cc([N+](=O)[O-])cc(C(F)(F)F)c1	0	0	-2	0.0%	.	.	0	.	1
CN(CC(=O)Nc1cccc([N+](=O)[O-])c1)S(=O)(=O)c1ccccc1	-1	6	3	-0.6%	-1	-3	-2	0.5	0
Nc1[nH]nc2c1NN(c1ccc(Cl)cc1Cl)N2	-38*	-11	-5	2.5%	15	9	2	0.6	3
CN(C(=O)COC(=O)c1ccc2[nH]c3c(c2c1)CCCC3)C1CCS(=O)(=O)C1 (configuration not stated)	-1	4	5	2.8%	-5	-17	1	3.1	3
CS(=O)(=O)Nc1ccc(C(=O)NCCSCc2ccccc2)cc1	-8	-5	3	1.2%	11	10	5	0.5	2
CCN(C(=O)CN1C(=O)NC(c2ccccc2)(c2ccc(C)c(C)c2)C1=O)C1CCS(=O)(=O)C1 (configuration not stated)	0	.	3	1.2%	-9	.	3	.	12
O=C(NC1CCCC1)C(c1ccncc1)N(CCCN1CCOCC1)C(=O)c1ccc(-c2ccccc2)[nH]1 (configuration not stated)	4	6	10	-0.3%	2	-7	-4	0.9	0
COC(=O)c1cc(C(=O)OC)cc(-n2c(C)cc(C(=O)CC#N)c2C)c1	-8	13	3	6.8%	-3	33*	4	-0.5	0
CCCN(CCC)CCCNC(=O)c1cn(CC)c2ccc(S(=O)(=O)N(C)C3CCCCC3)cc2c1=O	12&1	-7&-1	1&2	2.6%&2.7%	-10	-6	0&2	0.0&0.2	0&0
Cc1cccc(N2CCN(C(=O)Cn3cnc4c3c(=O)n(C)c(=O)n4C)CC2)c1C	10	-3	-3	2.7%	-11	-1	13	-0.5	-1
CCOC(=O)N1CCC(NC(=O)c2cnn(-c3ccccc3)c2C2CCN(C(=O)OC(C)(C)C)CC2)CC1	2	4	-4	-1.2%	0	.	5	1.1	0
S=c1[nH]nc(-c2ccc(Cl)cc2)n1-c1ccc(Cl)cc1	0	-15	-5	22%	-31	3	-2	0.5	1
CCOC(=O)c1sc2nccc(OC)c2c1N=CN(C)C	2	-2	-2	17%	-1	0	-7	-0.4	1
O=C(Cn1c(=O)c2ccccc2n2nncc12)Nc1cccc(F)c1	1	11	-2	25%	.	.	3	0.3	3
Cc1cc(=O)n2c(n1)SCOC2	8	-19	-4	3.3%	4	9	4	-1.1	3
O=C(Cc1ccc(Cl)c(Cl)c1)Nc1ccc2[nH]c(=O)[nH]c2c1	-6	6	-5	-1.5%	-15	-3	2	15	6

# Three structures out of the list, sorted by formula weight, low to high.
canonical_smiles	D1 antagonist	D2 PAM	D1 PAM	RXFP1 ag	RXFP1 antagonist	D2 antagonist	TRHR PAM	D2 ag	D1 ag
Cc1nn(C(=O)c2ccco2)c(C)c1Sc1ccccc1	-8	13	3	3.1%	?	26	-3	2.1	4
COc1cc(=O)[nH]c(SCc2c(F)c(F)c(F)c(F)c2F)n1	14	95*	-4	0.4%	-9	-1	1	-0.6	1
CN(CC(=O)Nc1cccc([N+](=O)[O-])c1)S(=O)(=O)c1ccccc1	-1	6	3	-0.6%	-1	-3	-2	0.5	0

# Source: PubChem BioAssay (National Center for Advancing Translational Sciences (NCATS))
